Screening data from PubChem.
KCNH2 WT inh: blocks the wildtype human KCNH2 potassium channel; Q12809; U2OS, BacMam KCNH2, thallium flux FluxOr; hits give low values; activity change, % at 1.84 µM; actives 0.37% (n = 340,000); AID 720551;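 active = maximum activity change below -70%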
Target sequence (Q12809 whole entry, looked up): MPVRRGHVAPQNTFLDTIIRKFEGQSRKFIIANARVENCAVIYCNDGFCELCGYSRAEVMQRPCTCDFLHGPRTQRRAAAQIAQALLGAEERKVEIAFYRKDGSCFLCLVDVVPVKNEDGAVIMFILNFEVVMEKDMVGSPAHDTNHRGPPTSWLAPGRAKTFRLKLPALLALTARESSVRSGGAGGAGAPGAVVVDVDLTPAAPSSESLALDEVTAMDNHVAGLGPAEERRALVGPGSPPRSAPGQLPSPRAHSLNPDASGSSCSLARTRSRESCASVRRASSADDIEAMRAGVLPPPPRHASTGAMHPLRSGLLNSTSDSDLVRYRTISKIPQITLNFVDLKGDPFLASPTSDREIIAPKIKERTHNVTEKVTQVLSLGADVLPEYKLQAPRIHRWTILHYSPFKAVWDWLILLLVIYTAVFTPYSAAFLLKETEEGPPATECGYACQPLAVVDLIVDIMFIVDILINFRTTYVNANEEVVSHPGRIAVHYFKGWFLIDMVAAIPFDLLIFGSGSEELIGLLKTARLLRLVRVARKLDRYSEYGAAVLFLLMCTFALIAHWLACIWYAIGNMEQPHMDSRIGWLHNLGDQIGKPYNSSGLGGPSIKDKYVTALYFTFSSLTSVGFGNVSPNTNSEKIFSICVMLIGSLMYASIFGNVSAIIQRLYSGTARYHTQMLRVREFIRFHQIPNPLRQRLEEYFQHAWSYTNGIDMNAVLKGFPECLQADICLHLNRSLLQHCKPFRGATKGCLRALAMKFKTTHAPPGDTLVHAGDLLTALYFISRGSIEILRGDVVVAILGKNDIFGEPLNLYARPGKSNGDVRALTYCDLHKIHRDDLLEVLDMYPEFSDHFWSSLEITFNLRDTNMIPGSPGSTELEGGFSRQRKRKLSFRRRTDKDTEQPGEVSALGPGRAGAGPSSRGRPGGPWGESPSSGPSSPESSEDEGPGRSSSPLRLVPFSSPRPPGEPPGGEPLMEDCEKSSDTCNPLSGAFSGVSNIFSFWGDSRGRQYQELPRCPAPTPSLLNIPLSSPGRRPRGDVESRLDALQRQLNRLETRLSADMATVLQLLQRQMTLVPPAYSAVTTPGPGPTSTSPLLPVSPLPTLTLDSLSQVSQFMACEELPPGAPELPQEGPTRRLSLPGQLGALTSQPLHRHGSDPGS
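U2OS cells transduced with wild-type KCNH2 virus are loaded with FluxOr dye for 45 min, and thallium flux is measured in kinetic reads before and after stimulation buffer. Rate constants are normalized to DMSO controls.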
* hit, by the source's call. % is scaled to controls: 0 for no effect and ±100 for the full control effect. These rows are one share of the data; the hit share may differ from the screen's.

SMILES | KCNH2 WT inh
Cc1cccc(-c2nc(NCCN(C)C)c3ccccc3n2)c1 | 38
Fc1ccc(-c2nc3c4ccccc4ccn3c2Cc2ccccc2)cc1 | -11
CCOc1ccc(/C=C/C(=O)N(CC)CC(=O)Nc2c(F)cccc2F)cc1OC | 14
COCCn1c(=S)[nH]c2cc(C(=O)NC3CCCCC3C)ccc2c1=O (stereo not given) | 1
CCN1C(=O)[C@H]2[C@@H](c3ccc(C(F)(F)F)cc3)N[C@]3(CCCN(Cc4ccco4)C3=O)[C@H]2C1=O | -6
c1ccc(Cc2c(-c3ccccc3)nc3c4ccccc4ccn23)cc1 | 1
C[C@H](CO)N1C[C@H](C)[C@@H](CN(C)Cc2ccccn2)Oc2ncc(Br)cc2C1=O | 8
CCOc1cc(N2CCOCC2)c(OCC)cc1NC(=O)COC(=O)c1c(C)noc1C | -8
O=C(c1ccc(CS(=O)c2ccccc2Cl)o1)N1CCN(C2CCCCC2)CC1 (stereo not given) | 4
Cc1ccc(S(=O)(=O)N(C)c2ccc(C(=O)NCC(c3ccccc3)N3CCCC3)cc2)cc1 (stereo not given) | 21
O=C(COC(=O)c1ccc(S(=O)(=O)N2CCCC2)cc1)Nc1ccccc1Cl | -2
CN1CCN(C(=O)CCn2c(=S)[nH]c3ccccc3c2=O)CC1 | -13
CC(=O)NCCc1ccc(C(=O)COC(=O)c2ccc(C)s2)cc1 | -6
COc1ccc(N2C[C@H](C)[C@@H](CC(=O)Nc3ccc(Br)cc3)C2=O)cc1 | 1
COCC(=O)N(C)C[C@@H]1Oc2cc(Br)ccc2S(=O)(=O)N([C@H](C)CO)C[C@H]1C | 15

Rewritten field by field: part of the list above
> Cc1cccc(-c2nc(NCCN(C)C)c3ccccc3n2)c1
- KCNH2 WT inh: 38

> Fc1ccc(-c2nc3c4ccccc4ccn3c2Cc2ccccc2)cc1
- KCNH2 WT inh: -11

Other compounds:
SMILES | KCNH2 WT inh
C[C@H](NC(=O)C1CCN(S(=O)(=O)c2ccccc2)CC1)C(=O)NCc1cccnc1 | 4
O=C1CCC2c3[nH]c4ccccc4c3CCN12 (stereo not given) | 8
Cc1cc(=O)oc2cc(OCC(=O)NC3(C#N)CCCCC3)ccc12 | -7
CC(=O)Nc1ccc(S(=O)(=O)NCC(=O)OCC(=O)NCCc2ccccc2)cc1 | -14
COC(=O)C[C@H]1C[C@H]2c3cc(NC(=O)NC4CCCC4)ccc3O[C@H]2[C@@H](CO)O1 | -3
COc1ccc(N2CCN(C(=O)c3ccc4c(c3)CCN4S(C)(=O)=O)CC2)cc1 | -10
Cc1ccc(S(=O)(=O)NN=C2CC(C)(C)CC(=O)C2(C)C)cc1 | -4
COc1ccc(CCN2CC(C(=O)NCCc3ncccc3C)CCC2=O)cc1 (stereo not given) | 0
CC[C@@H](NCCCn1cnc2c(SC)ncnc21)c1ccccc1 | -5
CN(C(=O)COC(=O)c1cccc(S(=O)(=O)N2CCCCCC2)c1)c1ccccc1 | 7
O=C(Nc1ccccc1Cl)OCC#CCOC(=O)Nc1ccccc1Cl | 2
Cc1ccc(S(=O)(=O)Nc2ccccn2)c(C)c1 | 2
C[C@@H]1CN([C@@H](C)CO)C(=O)CCCn2cc(nn2)CO[C@H]1CN(C)S(=O)(=O)c1ccccc1C#N | 6
COc1ccc(S(=O)(=O)N(C)C[C@H]2OCc3cnnn3CCCC(=O)N([C@@H](C)CO)C[C@H]2C)cc1 | -9
COCCCN1C(=O)C(CC(=O)NCc2ccco2)CC(C(=O)N2CCOCC2)=C1C (stereo not given) | 20
COc1ccccc1CN1CCNC(=O)C1CC(=O)N(C)C1CCOCC1 (stereo not given) | 5
CC(C)(C)OC(=O)NCCc1onc(-c2cccc([N+](=O)[O-])c2)c1C(=O)O | 1
CCOc1ccc(C2C3=C(CC(C)(C)CC3=O)N(CCCOC)C3=C2C(=O)CC(C)(C)C3)cc1OC | 29
COc1ccc(C(C#N)=Cc2cccc(OC)c2OC)cc1 | 1
Cc1cccc(C(=Cc2ccc([N+](=O)[O-])cc2)C(=O)O)c1 | 9
O=C(CCSc1nc(-c2ccccc2)c(-c2ccccc2)o1)N1CCCCC1 | 4
O=c1[nH]cc(CCCc2ccccc2)c(=O)[nH]1 | -8
CCOC(=O)CCC1(C(=O)OC)C(=O)CCCCCC=C1C(=O)OC (stereo not given) | -8
COc1ccc(Br)cc1/C=N/NS(=O)(=O)c1ccccc1 | -8
C[C@H]1CN([C@@H](C)CO)C(=O)c2cc(C#CCC3CCCC3)cnc2O[C@@H]1CN(C)C(=O)CC1CC1 | 5
Cc1ccc(-n2c(-c3ccc(Br)cc3)n[nH]c2=S)c(C)c1 | -16
CCOC(=O)CCCCCC(=O)Nc1ccc2c(c1)C(=O)N([C@@H](C)CO)C[C@H](C)[C@H](CN(C)C(=O)c1ccccc1)OCCCC[C@H](C)O2 | -13
CC(C)c1ccc(Nc2nc(N3CCOCC3)nc(N3CCOCC3)n2)cc1 | 1
CN(C1CCCCC1)S(=O)(=O)c1ccc(SCC(N)=O)nc1 | -3
O=C(O)Cn1ccnc1[N+](=O)[O-] | 11

An excerpt of these results, tab-delimited.
canonical_smiles	KCNH2 WT inh
Cc1cc(=O)oc2cc(OCC(=O)NC3(C#N)CCCCC3)ccc12	-7
CC(=O)Nc1ccc(S(=O)(=O)NCC(=O)OCC(=O)NCCc2ccccc2)cc1	-14
COC(=O)C[C@H]1C[C@H]2c3cc(NC(=O)NC4CCCC4)ccc3O[C@H]2[C@@H](CO)O1	-3
COc1ccc(N2CCN(C(=O)c3ccc4c(c3)CCN4S(C)(=O)=O)CC2)cc1	-10
Cc1ccc(S(=O)(=O)NN=C2CC(C)(C)CC(=O)C2(C)C)cc1	-4
COc1ccc(CCN2CC(C(=O)NCCc3ncccc3C)CCC2=O)cc1 (stereo not given)	0
CC[C@@H](NCCCn1cnc2c(SC)ncnc21)c1ccccc1	-5
CN(C(=O)COC(=O)c1cccc(S(=O)(=O)N2CCCCCC2)c1)c1ccccc1	7
O=C(Nc1ccccc1Cl)OCC#CCOC(=O)Nc1ccccc1Cl	2
Cc1ccc(S(=O)(=O)Nc2ccccn2)c(C)c1	2
C[C@@H]1CN([C@@H](C)CO)C(=O)CCCn2cc(nn2)CO[C@H]1CN(C)S(=O)(=O)c1ccccc1C#N	6
COc1ccc(S(=O)(=O)N(C)C[C@H]2OCc3cnnn3CCCC(=O)N([C@@H](C)CO)C[C@H]2C)cc1	-9
COCCCN1C(=O)C(CC(=O)NCc2ccco2)CC(C(=O)N2CCOCC2)=C1C (stereo not given)	20
COc1ccccc1CN1CCNC(=O)C1CC(=O)N(C)C1CCOCC1 (stereo not given)	5
CC(C)(C)OC(=O)NCCc1onc(-c2cccc([N+](=O)[O-])c2)c1C(=O)O	1
CCOc1ccc(C2C3=C(CC(C)(C)CC3=O)N(CCCOC)C3=C2C(=O)CC(C)(C)C3)cc1OC	29
COc1ccc(C(C#N)=Cc2cccc(OC)c2OC)cc1	1
Cc1cccc(C(=Cc2ccc([N+](=O)[O-])cc2)C(=O)O)c1	9
O=C(CCSc1nc(-c2ccccc2)c(-c2ccccc2)o1)N1CCCCC1	4
O=c1[nH]cc(CCCc2ccccc2)c(=O)[nH]1	-8
CCOC(=O)CCC1(C(=O)OC)C(=O)CCCCCC=C1C(=O)OC (stereo not given)	-8
COc1ccc(Br)cc1/C=N/NS(=O)(=O)c1ccccc1	-8
C[C@H]1CN([C@@H](C)CO)C(=O)c2cc(C#CCC3CCCC3)cnc2O[C@@H]1CN(C)C(=O)CC1CC1	5
Cc1ccc(-n2c(-c3ccc(Br)cc3)n[nH]c2=S)c(C)c1	-16
CCOC(=O)CCCCCC(=O)Nc1ccc2c(c1)C(=O)N([C@@H](C)CO)C[C@H](C)[C@H](CN(C)C(=O)c1ccccc1)OCCCC[C@H](C)O2	-13

(listing goes on)
SMILES | KCNH2 WT inh
C#CCN(C[C@H]1[C@H](OC(=O)NCc2ccccc2)[C@H](OC(=O)NCc2ccccc2)C[C@H]2C(=O)N(c3ccccc3)C(=O)[C@@H]12)S(=O)(=O)c1ccc(C)cc1 | 13
Cn1c(=O)c2c(ncn2CC(=O)OCC(=O)c2ccc(OC(F)F)cc2OC(F)F)n(C)c1=O | -2
O=C(COn1nnc2ccc(S(=O)(=O)N3CCOCC3)cc21)NCc1cccc(Cl)c1 | 22
C[C@@H]1CN([C@@H](C)CO)C(=O)CCCn2nncc2CO[C@H]1CN(C)C(=O)Cc1ccccc1 | -5
C#Cc1cccc(C(=O)N(Cc2cccnc2)CC2CCCN(C3CCCCC3)C2)c1 (stereo not given) | 0
COc1ccccc1CNc1cccc(C)n1 | -17
COc1ccc(S(=O)(=O)N2CCN(C(=O)c3cccc(S(=O)(=O)N4CCCC4)c3)CC2)cc1 | -9
Cc1ccccc1S(=O)(=O)N(C)C[C@@H]1OCc2cnnn2CCCC(=O)N([C@H](C)CO)C[C@H]1C | 7
COc1cccc(C(=O)NCCS(=O)(=O)N2CCCC(C)C2)c1 (stereo not given) | 9
CC(=O)Nc1ccc(S(=O)(=O)NC(C)C(=O)OCC(=O)Nc2ccc(F)cc2Cl)cc1 (stereo not given) | -19
CC1(C)CN(C2CCCCC2)C(=O)[C@H]1CC(=O)Nc1ccc(Br)cc1 | 0
O=C(CCC1CCN(C(=O)C2CC=CCC2)CC1)Nc1ccccc1 (stereo not given) | 3
Cc1cccc(OC(C)C(=O)Nc2nc(-c3cccnc3)cs2)c1 (stereo not given) | -6
COc1ccc(/C=C2/SC(=O)N(CCNC(=O)C3CC(=O)N(Cc4ccccc4)C3)C2=O)cc1 (stereo not given) | -2
CCc1cc(-c2nnn(CCC3COCCO3)c2CC)cc(CC)c1-c1cn(Cc2ccc3ccccc3c2)nn1 (stereo not given) | 11
CCN(CC)C(=O)C1=C(C)N(CCCOC)C(=O)C(CC(=O)NCC2CCCCC2)C1 (stereo not given) | -3
CCC(Sc1nc2ccsc2c(=O)n1CCC(=O)O)C(=O)Nc1ccc(Cl)cc1 (stereo not given) | -1
COc1ccc(C2CCc3cc(OC)c(OC)cc3C2NC=O)cc1OC (stereo not given) | -7
CC(C)CC1C(=O)N(Cc2cn(Cc3ccco3)nn2)CCS(=O)(=O)N1Cc1ccc(-c2ccc(F)nc2)cc1 (stereo not given) | 7
CCCC1NC(=O)c2cc3ccccc3cc2-n2c1nc1ccc(C)cc1c2=O (stereo not given) | -2
COc1ccccc1NC(=O)N(C)C[C@@H]1OCc2ccccc2-c2c(n(C)c3ccccc23)C(=O)N([C@H](C)CO)C[C@@H]1C | -18
COc1ccc(-c2csc(NC(=O)c3c(C)noc3C)n2)cc1OC | 5
COc1ccccc1CN(C)C[C@@H]1OCc2cnnn2CCCC(=O)N([C@H](C)CO)C[C@H]1C | -3
COc1cc2c(cc1OC)C(=O)C(c1ccc3c(c1)OCO3)CC2 (stereo not given) | 11
Cc1ccc([C@H]2C[C@H](n3cc(-c4ccc(F)cc4)nn3)[C@@H](O)CN2C(=O)C2CCCCC2)cc1 | 13
Cc1ccc(S(=O)(=O)NN=C2CC3CC2C2CCCC32)cc1 (stereo not given) | 2
CN1C(=O)CN(CCN2CC(=O)N(C)C(=O)C2)CC1=O | -9
Cc1ccc(S(=O)(=O)N(C)C[C@H]2OCc3cn(nn3)CCCC(=O)N([C@@H](C)CO)C[C@@H]2C)cc1 | -3
O=C1c2ccccc2C(=O)N1N=Cc1ccc2c(c1)OCO2 | -10
Cc1ccc(S(=O)(=O)N(C)c2ccc(C(=O)NCC(c3ccco3)N3CCCC3)cc2)cc1 (stereo not given) | 56
Cc1ccc(-n2c(COc3ccccc3)nnc2SCC(=O)O)cc1 | -5
CCN(CC)c1ccc(NC(=O)COC(=O)CCc2cc(OC)c(OC)c(OC)c2)cc1 | -7
CCC/C=C/c1ccc(CN2C(C(C)C)C(=O)N(Cc3cn(CCC4OCCCO4)nn3)CCS2(=O)=O)cc1 (stereo not given) | -9
CC1=C(C(=O)N(C)C)CC(CC(=O)NC(c2ccccc2)c2ccccc2)C(=O)N1Cc1ccc(F)cc1 (stereo not given) | 2
CCOC(=O)[C@@H](NC(=O)CC[C@H]1O[C@@H](n2cc(C)c(=O)[nH]c2=O)C[C@@H]1O)C(C)C | -2
Cc1ccc(C(C#N)=Cc2ccc3c(c2)OCO3)cc1 | -12
Cc1cn([C@H]2C[C@H](O)[C@@H](CNC(=O)[C@H]3CCC(=O)N3)O2)c(=O)[nH]c1=O | 3
COc1cc(C=Cc2nnc3c4ccccc4cnn23)cc(OC)c1OC | -6
CCOC(=O)C1=C(C)NC(C)=C(C(=O)OCC)C1c1cccc([N+](=O)[O-])c1 | -6
CCCCN(C)CCCNC(=O)Cn1cc2c(n1)-c1c(oc(C(=O)N3CCCC3)c1C)CC2 | 9
Cc1cccc(-c2ocnc2C(=O)Nc2ncc(C)s2)c1 | -3
C[C@H](CO)N1C[C@H](C)[C@@H](CN(C)S(=O)(=O)c2cn(C)cn2)Oc2ncc(Br)cc2C1=O | -8
CSc1ccccc1C(=O)OCC(=O)NC1CC1 | -9
Cn1c(SCC(=O)NC2CCCCC2)nc2c(c1=O)SCC2 | -9
